TSHR antag – Antagonists of the Thyroid Stimulating Hormone Receptor: HTS campaign | activity change, negative = inhibition, % at 11.5 µM | 330,000 compounds, 0.2% hits | AID 504810, 2011 | TSHR-expressing cells, TSH-stimulated cAMP HTRF, 2 h; hits give low values;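 active = activity change below a set negative limit, meaning inhibition stronger than a set level, cut at about -70% in these data; inconclusive = activity change between two set negative limits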; also: % is scaled to controls: 0 for no effect and ±100 for the full control effect
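Competitive HTRF cAMP read-out (cryptate anti-cAMP antibody, cAMP-d2; 30 min, room temperature) in freshly harvested TSHR cells. Compounds added before TSH at EC80 (4nM final), followed by 2 hours' incubation at 37 deg C.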
Eya2 phos inh – qHTS Assay for Inhibitors of the Phosphatase Activity of Eya2; Protein phosphatase EYA2 (Homo sapiens), O00167; recombinant Eya2, OMFP fluorescence dephosphorylation (OMFP is methylfluorescein phosphate); 330,000 compounds, 0.006% hits; Potency, µM (highest dose often 76.9 µM), inactives show at the highest dose activity, negative = inhibition, hits mostly inhibitors; AID 488837, 2010; also: potency is read from the fitted curve at half-maximal effect; % is scaled to controls: 0 for no effect and ±100 for the full control effect
Target sequence (O00167 whole entry, looked up): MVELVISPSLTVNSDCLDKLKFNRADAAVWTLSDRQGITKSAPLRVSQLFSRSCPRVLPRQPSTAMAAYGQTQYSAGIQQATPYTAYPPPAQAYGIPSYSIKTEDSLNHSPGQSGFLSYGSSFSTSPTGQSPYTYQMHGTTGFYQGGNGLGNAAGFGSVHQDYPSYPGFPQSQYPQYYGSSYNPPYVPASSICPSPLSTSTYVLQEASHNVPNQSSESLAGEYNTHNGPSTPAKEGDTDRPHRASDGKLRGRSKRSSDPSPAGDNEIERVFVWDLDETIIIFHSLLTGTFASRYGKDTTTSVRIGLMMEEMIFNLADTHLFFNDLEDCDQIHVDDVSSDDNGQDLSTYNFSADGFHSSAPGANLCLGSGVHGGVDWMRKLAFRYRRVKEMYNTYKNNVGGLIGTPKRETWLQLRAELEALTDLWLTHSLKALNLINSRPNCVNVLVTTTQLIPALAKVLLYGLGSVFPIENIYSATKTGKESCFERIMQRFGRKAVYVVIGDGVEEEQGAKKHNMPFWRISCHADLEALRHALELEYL
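Eya2 (0.2 uM) preincubated 10 min at ambient with compound, then OMFP substrate added at 50 uM; 10 min reaction in 50 mM HEPES pH 7.5, 50 mM NaCl, 5 uM MgCl2, 0.05% BSA, 1 mM DTT. Fluorescence read at Ex 485/Em 525 nm.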
Tb PFK inh – qHTS Assay to Find Inhibitors of T. brucei phosphofructokinase; ATP-dependent 6-phosphofructokinase (Trypanosoma brucei brucei), O15648; T. brucei PFK, ADP-Glo luminescence; Potency, µM (highest dose often 57.5 µM), inactives show at the highest dose activity, negative = inhibition, hits mostly inhibitors; 330,000 compounds, 0.17% hits; AID 485367, 2010;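 also: potency is read from the fitted curve at half-maximal effect; 0% = uninhibited 1x PFK enzyme wells and -100% = no-enzyme wells; nearly all actives have a fitted effect of over 60% in size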
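ADP-Glo luminescence quantified ADP after 45 min at room temperature, with 1.25 nM T. brucei PFK, 0.1 mM ATP and 0.5 mM fructose-6-phosphate in pH 8.0 TEA buffer. qHTS titrations up to 57 µM; curves classified by quality.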
PTAP TSG101 blk – qHTS Assay for Iinhibitors of HIV-1 Budding by Blocking the Interaction of PTAP/TSG101; Tumor susceptibility gene 101 protein (Homo sapiens), Q99816; Fluorescence polarization, FITC-PTAP peptide / Tsg101 binding; Potency, µM (doses to about 115 µM), for inactives: top-dose activity change, negative = inhibition, usual class: inhibitors; 340,000 tested, under 10 active; active = well fitted inhibition curve with a large enough effect in the main read-out, with a control signal flat, not every such curve was filed as active; inconclusive = small, poorly fitted or top-dose-only effect, or effect the other way, or a change in a side signal; inactive = no such curve, though single readings can be large or run the other way; also: potency is read from the fitted curve at half-maximal effect; % of control where 0% means no effect
Target sequence (Q99816 whole entry, looked up): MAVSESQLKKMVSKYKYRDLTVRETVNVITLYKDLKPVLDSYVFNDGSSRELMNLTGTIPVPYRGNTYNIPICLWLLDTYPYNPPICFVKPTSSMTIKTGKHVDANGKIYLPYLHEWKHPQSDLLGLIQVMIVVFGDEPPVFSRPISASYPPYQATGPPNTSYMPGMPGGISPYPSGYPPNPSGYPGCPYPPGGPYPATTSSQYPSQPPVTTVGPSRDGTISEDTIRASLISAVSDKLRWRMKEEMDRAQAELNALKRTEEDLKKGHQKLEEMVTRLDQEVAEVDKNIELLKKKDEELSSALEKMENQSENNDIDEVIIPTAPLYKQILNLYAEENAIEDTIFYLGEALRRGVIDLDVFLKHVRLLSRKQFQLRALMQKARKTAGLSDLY
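Steps: Tsg101 binding domain dispensed (10 uM final), compounds pinned in DMSO, FITC-labeled PTAP-motif peptide added (50 nM final); after 20 min binding at room temperature, polarization measured.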
S-ASM inh – Inhibitors of Secretory Acid Sphingomyelinase (S-ASM): qHTS. Sphingomyelin phosphodiesterase (Homo sapiens), P17405. placental ASM, HMU-PC fluorogenic substrate, 60 min. Potency, µM (top dose mostly 57.5 µM), for the others: at the highest dose activity change, negative = inhibition, usual class: inhibitors. 340,000 compounds, 0.006% hits. AID 504937, 2011; also: potency is read from the fitted curve at half-maximal effect
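Human placenta-derived ASM enzyme was preincubated with compound for 10 minutes at room temperature, then given fluorogenic substrate HMU-PC0 (9 uM final) for 60 minutes at 37 °C; a pH 10 stop preceded fluorescence reading at Ex 386/Em 447 nm.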
AT treatment – qHTS Assay for Identifying a Potential Treatment of Ataxia-Telangiectasia; […] A-T fibroblasts, KAP-1 phosphorylation AlphaLISA; neocarzinostatin DNA damage 30 min before lysis; Potency, µM (series often up to 57.5 µM), for the others: at the highest dose activation, actives largely listed as activators; 320,000 compounds, 0.19% hits; also: potency is read from the fitted curve at half-maximal effect; % of control where 0% means no effect; nearly all actives have a fitted effect of over 45% in size
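hTERT-immortalized A-T patient fibroblasts ([…]), 500 cells/well in OPTI-MEM, 1% FBS, got compounds for 60 min, then NCS for 30 min at 37C. Lysates were then assayed for phospho-KAP-1 by AlphaLISA (anti-pKAP1 donor, anti-KAP1 acceptor beads), 6 hr at 25C.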
BCR signal inh – qHTS Assay to Find Inhibitors of Chronic Active B-Cell Receptor Signaling. Potency, µM (series often up to 46.1 µM), inactives show top-dose ratio change, negative = lower green/red ratio, usual class: inhibitors. ABC-DLBCL IkBa-CBG/CBR reporter, luminescence ratio, 4 h. 340,000 compounds, 0.05% hits; active = well fitted inhibition curve with a large enough effect in the signal ratio, with a control signal flat, not every such curve was filed as active; inconclusive = small, poorly fitted or top-dose-only effect, or effect the other way, or a change in a side signal; the % refers to the signal ratio;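 also: potency is read from the fitted curve at half-maximal effect; plate controls were basal doxycycline-induced cells for no effect and cells given 10 µM MG132 for full effect; MG132 reads +100%, hits lower the ratio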
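Concentration-response series (up to 46 uM) were applied to TMD8 dual-reporter cells for 4 h at 37C with doxycycline. Green/red ratio, after filter-overlap correction, defined %Activity; red signal alone was normalised to basal cells and zero luminescence.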
Mito fusion act – qHTS Assay for Small Molecule Inhibitors of Mitochondrial Division or Activators of Mitochondrial Fusion. S. cerevisiae fusion-defective mutant growth rescue, CellTiterGlo 48 h. Potency, µM (series often up to 46.1 µM), for inactives: top-dose growth rescue (activation), hits mostly activators. 320,000 compounds, 0.23% hits. AID 485298, 2010;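 also: potency is read from the fitted curve at half-maximal effect; % of control where 0% means no effect; nearly all actives have a fitted effect of over 45% in size; temperature-sensitive fusion mutants such as fzo1-1 at 37 °C on non-fermentable ethanol glycerol medium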
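Compounds are tested for their ability to restore growth of mitochondrial fusion-defective yeast strains at non-permissive 37C in YPEG medium over 48 hours. Viability is quantified by luciferase luminescence.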
ELG1 repair inh – qHTS screen for small molecules that inhibit ELG1-dependent DNA repair in human embryonic kidney (HEK293T) cells expressing luciferase-tagged ELG1 | HEK293T ELG1-luciferase reporter, luminescence, 16 h; DNA damage induced by 5-fluorouridine | Potency, µM (top dose mostly 46.1 µM), for inactives: top-dose activity change, negative = inhibition, actives largely listed as inhibitors | 330,000 compounds, 2.3% hits; also: potency is read from the fitted curve at half-maximal effect; % is scaled to controls: 0 for no effect and ±100 for the full control effect; nearly all actives have a fitted effect of over 55% in size
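Cells (2,000 per well) received 5-fluorouridine plus test compound or DMSO and were incubated 16 hr at 37 °C, 5% CO2. Luciferase activity was read by luminescence 30 min after ONE-Glo addition; signal suppression marked inhibition of damage-induced ELG1 function.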
Integrin act MD – qHTS for Activators of Integrin-Mediated Alleviation for Muscular Dystrophy; alpha7betagal myoblasts, beta-gal FDG fluorescence, 48 h; Potency, µM (top dose mostly 38.3 µM), without a hit: at the top dose activation, most hits filed as activators; 350,000 compounds, 0.064% hits;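 also: potency is read from the fitted curve at half-maximal effect; 100% = response of the positive control SU9516; nearly all actives have a fitted effect of over 60% in size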
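Alpha7betagal+/- myoblasts (passage 13) were plated 16-24 hr, then exposed to compounds (1:260 dilution of DMSO stock) for 48 hours at 37C. After MPER lysis, β-galactosidase reporter activity was read as FDG fluorescence (ex 480/em 540) after 30 minutes.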
TCR activator – Activators of T cell receptors: qHTS campaign; primary human leukocytes, anti-CD3, IL-2 HTRF, 48 h; Potency, µM (series often up to 9.22 µM), without a hit: at the highest dose activation of IL-2 secretion, hits mostly activators; 330,000 tested, under 10 active; AID 504894, 2011; also: % of control where 0% means no effect
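Activity was scored as IL-2 release from primary human leukocytes given only a TCR signal (a-CD3 beads) plus compound for 48 hr. Detection used a two-antibody HTRF format read at 665nm.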
* = called active by the depositor; ? = inconclusive; / = not tested or not shown; [ ] = dose if it differs, or a comment. Unless noted, calls follow the shape of the dose curve; as a rule, active = well fitted curve in the direction sought with a large enough effect; inconclusive = small, poorly fitted or top-dose-only effect, or another doubt; inactive = no such curve, though single readings can be large; an effect the other way counts as inactive or inconclusive.

SMILES	TSHR antag	Eya2 phos inh	Tb PFK inh	PTAP TSG101 blk	S-ASM inh	AT treatment	BCR signal inh	Mito fusion act	ELG1 repair inh	Integrin act MD	TCR activator
Cc1ccc([N+](=O)[O-])cc1N(CC(=O)Nc1ccc(S(=O)(=O)Nc2cccc(C(F)(F)F)c2)cc1)S(C)(=O)=O	-30	-1%	5%	-2%	-24%	-7%	?	3%	-3%	-58%[inhibitor]	-4%[46.1 µM]
Cc1ccsc1/C=N/n1cnc2sc(C)c(C)c2c1=O	-6	11%	3%	0%	-3%	-3%	0%	3%	?	12%	-2%
CC(C)CC(=O)NC(=S)Nc1ccccc1F	/	/	/	-3%	-3%	/	/	-8%	/	-19%	0%
O=C1CC(C(=O)Nc2ccc(C(=O)N3CCOCC3)cc2)C2(CCCCC2)O1 (stereo not drawn)	-5	2%	-4%	-6%	6%	-1%	5%	6%	19%	2%	-2%
Cc1cc(N2CCOCC2)nc2ccc(NC(=S)NCCN(C)C)cc12	-3	-13%	-2%	-6%	195%[activator]	-13%	-4%	-13%	33%	-16%	-24%
CCCC(=O)Nc1cc(OC)c(NC(=O)NC2CCCCC2)cc1OC	1	-2%	-1%	-2%	0%	1%	-4%	-1%	1%	-8%	-9%
COc1ccc(OC)c(NC(=O)NCc2cccnc2)c1	32	1%	2%	-9%	1%	8%	0%	1%	2%	11%	-5%
C[C@H](CO)N1C[C@H](C)[C@@H](CN(C)S(=O)(=O)c2ccccc2)Oc2ccc(NC(=O)C3CC3)cc2C1=O	12	7%	0%	1%	1%	4%	?	/	18µM*	9%	-5%
CCOC(=O)c1ccc(NCc2nc3ccccc3[nH]2)cc1	0	-2%	1%	0%	2%	0%	-10%	0%	?	-15%	-2%[46.1 µM]
O=[N+]([O-])c1ccc(-n2ccnc2)cc1	0	14%	4%	-3%	-1%	-2%	?	-2%	3%	0%	6%
OC1CCN(Cc2nc(Cc3ccccc3Cl)no2)CC1	1	3%	-6%	-3%	4%	-5%	7%	1%	?	-14%	-2%
CC(=O)c1c(-c2ccc(Cl)cc2Cl)noc1C	0	-26%	-1%	-10%	10%	8%	-9%	-4%	1%	28%	3%
CC(C)COc1ccc(C(=O)CCN2CCCCC2)cc1	-10	-9%	4%	1%	-2%	0%	?	-18%	0%	-25%	1%
OCCN1CCN(C(=S)c2ccc(Cl)c(Cl)c2)CC1	8	11%	19µM*	-6%	-1%	-3%	?	0%	9%	-18%	3%
Cc1ccc(CNC(=O)COC(=O)c2ccc(S(=O)(=O)N3CCOCC3)cc2)cc1	-9	4%	-2%	1%	-2%	-17%	2%	/	6%	-20%	-2%[46.1 µM]
CCN(CC)CC(=O)c1c(N)n(Cc2ccccc2)c(=O)n(C)c1=O	-7	-4%	1%	1%	1%	12%	4%	0%	8%	4%	30%
COC(=O)C(C(=O)OC)c1ncc(C(F)(F)F)cc1Cl	-6	-2%	-1%	-3%	6%	0%	-1%	4%	7%	-17%	2%
O=[N+]([O-])c1ccc(/C=N/NC(=S)Nc2ccccc2)o1	-3	2%	?	0%	-2%	2%	?	7%	?	-26%	16%[46.1 µM]
COc1cccc(OCc2cc(C(=O)N(C)Cc3nccn3C)no2)c1	-4	11%	1%	-2%	6%	-1%	1%	-5%	?	0%	6%
Cc1cccc(C(=O)N2CCN(Cc3nc4sc5c(c4c(=O)[nH]3)CCCC5)CC2)c1	0	-21%	0%	1%	-1%	-6%	-1%	3%	-6%	19%	-4%
CSc1cccc(NC(=O)CN(C)S(=O)(=O)c2ccccc2)c1	-1	6%	-8%	-1%	7%	5%	-17%	7%	7%	-25%	2%
CCCCCn1c(=O)c(F)cn(Cc2ccc(OC)c([N+](=O)[O-])c2)c1=O	1	-5%	7%	-6%	-5%	-3%	-9%	-1%	-23%	-13%	-2%
O=C1C2C3C=CC(C4CC34)C2C(=O)N1/N=C/c1ccc(-c2ccc([N+](=O)[O-])cc2)o1 (stereo not drawn)	-19	3%	2%	1%	-4%	-3%	4%	-1%	-13%	19%	-5%
Cc1cccc(C)c1OC(=O)CSc1nnc(-c2ccccc2O)o1	-13	13%	4%	-3%	-2%	-1%	?	11%	?	6%[7.66 µM]	/
CCc1noc(C)c1C(=O)N1CC(C)OC(C)C1 (stereo not drawn)	0	-12%	-2%	-4%	-1%	-12%	0%	0%	-4%	0%	-2%
Cc1cc(C)c(C)c(S(=O)(=O)NCc2ccc(C(=O)N3CCCCC3)cc2)c1C	-14	5%	-1%	-1%	-2%	-1%	16%	13%	23%	-2%	1%[46.1 µM]
COC(=O)C1=C(N)OC2=C(C(=O)CCC2)C1c1ccc2c(c1)OCO2 (stereo not drawn)	-2	0%	0%	-1%	-3%	13%	-5%	-1%	16%	-9%	-3%
COc1ccc(Cl)cc1NC(=S)Nc1ccccc1C	-9	-8%	-3%	-1%	1%	0%	0%	1%	22%	12%	10%
Nc1cc(N)nc(SCC(=O)Nc2ccc3c(c2)OCCCO3)n1	-3	-6%	-5%	-5%	4%	3%	?	-2%	?	?	0%
CCOc1ccc2nc(NC(=O)c3ccccn3)sc2c1	-9	4%	1%	-1%	-12%	-4%	?	-27%	?	-77%[inhibitor]	-5%
O=C(CSc1ccc2nnc(-c3cccnc3)n2n1)c1ccccc1	6	6%	-2%	-1%	6%	0%	0%	1%	1%	8%	-2%
CC(=O)c1ccc(OCCCC(=O)N2CCN(S(=O)(=O)c3ccc(C)cc3C)CC2)cc1	8	4%	-6%	-1%	-2%	1%	-9%	11%	?	-29%	1%
CCOC(=O)C1CCCN(S(=O)(=O)c2c(C(=O)N3CCCCC3)c(C)n(C)c2C)C1 (stereo not drawn)	-8	-10%	-3%	2%	-1%	3%	-13%	-2%	13%	25%	-6%
C=Cn1cc[n+](CC(=O)c2ccc(Br)cc2)c1	9	-2%	0%	2%	-1%	4%	0%	-1%	0%	11%	/
O=C(NCCN1CCOCC1)c1cc(-c2cccs2)on1	8	-2%	0%	/	0%	0%	?	-1%	?	4%	-5%[46.1 µM]
N=c1c2c(ncn1CCCO)Oc1cc(O)ccc1C2c1ccccc1 (stereo not drawn)	-8	12%	5%	-1%	5%	2%	?	-2%	-8%	5%	-1%
COc1ccc(OC)c(NC(=O)C(CC(C)C)NC(=O)C2CCCCC2)c1 (stereo not drawn)	/	/	/	-8%	-3%	/	/	-1%	/	10%	-3%
C[C@H](CO)N1C[C@H](C)[C@@H](CN(C)Cc2ccncc2)Oc2c(NS(=O)(=O)c3ccccc3)cccc2C1=O	-18	-16%	-10%	1%	4%	0%	?	/	6%	-26%	4%
CCOC(=O)c1ccc(NC(=O)c2nc[nH]c2C(=O)NC)cc1	2	2%	-4%	-5%	1%	45%	?	-4%	?	8%	-1%
O=C(CCNC(=O)c1ccco1)Nc1ccc(OC(F)F)c(Cl)c1	-4	-14%	-2%	-4%	7%	-2%	-5%	0%	11%	-28%	12%
O=C(CNC(=O)c1cccc(F)c1)OCC(=O)N1CCN(C(=O)c2ccco2)CC1	4	13%	-8%	-2%	-2%	-64%[inhibitor]	?	-2%	30%	-17%	3%
